SNCA expr inh – inhibitors of alpha-synuclein (SNCA) gene expression | HEK-293 SNCA-luciferase knock-in, luminescence, 24 h | Potency, µM (titrated, usually from 57.2 µM), for inactives: at the highest dose activity change, negative = inhibition, actives largely listed as inhibitors | 140,000 compounds, 0.17% hits | AID 1671194;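 further: potency means the concentration at half of the fitted maximal effect; plate controls were DMSO cells for no effect and cell-free wells for full effect; nearly all actives have a fitted effect of over 45% in size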
HEK293 tox – HEK 293 cell cytotoxicity. AID 1345083. HEK 293 viability, ATP luminescence (CellTiter-Glo), 48-72 h. 94,000 compounds, 6.6% hits. Potency, µM (highest dose often 115 µM), inactives show at the highest dose activity change, negative = cytotoxicity, most hits filed as inhibitors; further: potency means the concentration at half of the fitted maximal effect; nearly all actives have a fitted effect of over 60% in size
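Read-out: CellTiter-Glo ATP luminescence. Cells: HEK 293, 250 cells/well. Exposure: 48 or 72 hr, 37 degree Celsius.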
IP6K1 inhibitor – inhibitors of human IP6K1 | Q92551 | IP6K1 kinase, ADP-Glo luminescence, 2 h; hits give low values | activity change, % (series mostly up to about 58 µM) | 140,000 compounds, 0.81% hits | AID 1645851; in the data active means activity change below about -25%
Target sequence (Q92551 whole entry, looked up): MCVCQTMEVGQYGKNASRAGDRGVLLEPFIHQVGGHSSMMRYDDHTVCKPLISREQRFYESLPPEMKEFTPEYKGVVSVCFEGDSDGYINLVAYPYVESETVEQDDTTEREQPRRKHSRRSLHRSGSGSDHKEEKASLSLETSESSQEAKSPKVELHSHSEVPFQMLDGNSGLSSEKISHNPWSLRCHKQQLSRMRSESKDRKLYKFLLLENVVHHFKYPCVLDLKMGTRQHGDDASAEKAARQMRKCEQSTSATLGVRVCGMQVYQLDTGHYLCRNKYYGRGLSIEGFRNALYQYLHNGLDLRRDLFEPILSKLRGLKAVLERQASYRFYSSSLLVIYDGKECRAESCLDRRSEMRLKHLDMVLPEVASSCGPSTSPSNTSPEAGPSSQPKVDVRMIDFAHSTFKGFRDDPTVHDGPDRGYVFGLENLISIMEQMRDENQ
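ADP-Glo luminescence measures ADP made by human IP6K1 during a 2 h RT reaction with ATP/IP6 (mix at 1.3 mM/130 uM); top library doses 57.5 and 19.1 uM final.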
NIH3T3 tox – kills NIH 3T3 cells; 94,000 compounds, 4.3% hits; NIH 3T3 viability, CellTiter-Glo ATP luminescence, 48-72 h; Potency, µM (series often up to 96.7 µM), without a hit: at the highest dose activity change, negative = cytotoxicity, most hits filed as inhibitors; further: potency means the concentration at half of the fitted maximal effect; nearly all actives have a fitted effect of over 55% in size
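ATP-dependent luminescence (CellTiter-Glo) served as the viability signal for NIH 3T3 cells treated with compound for 48 or 72 hr at 37 °C.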
HEK293 viab – reduces viability of HEK-293 SNCA reporter cells; Potency, µM (doses to about 57.1 µM), for the others: top-dose activity change, negative = cytotoxicity, most hits filed as cytotoxic; HEK-293-SNCA-luc viability, GF-AFC fluorescence, 24 h; 150,000 compounds, 0.12% hits;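 further: potency means the concentration at half of the fitted maximal effect; 0% = DMSO-treated cells and -100% = medium-only wells without cells; nearly all actives have a fitted effect of over 30% in size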
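HEK-293-SNCA-luc cells (1500/well) plated 24 h, then exposed 24 h to a dilution series; GF-AFC added 30 min at 37C, fluorescence 405/540 nm; normalised to medium-only and DMSO wells, Hill fit.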
GPT2 inh – inhibitors of human GPT2 alanine aminotransferase; Q8TD30; Recombinant GPT2, coupled pyruvate oxidase/HRP Amplex Red fluorescence; Potency, µM (series often up to 57.7 µM), without a hit: at the highest dose activity change, negative = inhibition, most hits filed as inhibitors; 100,000 compounds, 0.25% hits; further: potency means the concentration at half of the fitted maximal effect; nearly all actives have a fitted effect of over 60% in size; many of its hits are not listed in these tables
Target sequence (Q8TD30 whole entry, looked up): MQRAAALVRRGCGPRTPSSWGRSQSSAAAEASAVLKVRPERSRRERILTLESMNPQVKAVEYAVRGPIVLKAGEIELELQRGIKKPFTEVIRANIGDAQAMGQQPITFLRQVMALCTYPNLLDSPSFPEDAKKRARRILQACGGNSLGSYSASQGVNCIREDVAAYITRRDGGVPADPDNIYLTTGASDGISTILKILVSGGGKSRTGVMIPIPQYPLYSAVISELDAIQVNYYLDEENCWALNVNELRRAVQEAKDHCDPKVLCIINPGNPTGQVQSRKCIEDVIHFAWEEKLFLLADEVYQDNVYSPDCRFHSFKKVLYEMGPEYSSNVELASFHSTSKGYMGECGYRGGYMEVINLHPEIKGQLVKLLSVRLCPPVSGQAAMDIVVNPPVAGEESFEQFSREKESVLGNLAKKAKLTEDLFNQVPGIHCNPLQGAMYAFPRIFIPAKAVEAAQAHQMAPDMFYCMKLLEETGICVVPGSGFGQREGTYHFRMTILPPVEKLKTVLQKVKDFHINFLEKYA
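GPT2 10ng/uL, a-KG 250uM, L-Ala 2mM, HEPES pH7.5 + 0.0001% Tween; 30 min RT. Then Amplex mix (PO/HRP/ThPP), 30 min RT dark, fluorescence. AOA 50uM used as positive control.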
Luciferase inh – blocks purified firefly luciferase enzyme activity. 76,000 compounds, 2.5% hits. purified P. pyralis luciferase, luminescence, biochemical. P08659. Potency, µM (highest dose often 115 µM), for the others: at the highest dose activity change, negative = inhibition, usual class: inhibitors; further: potency means the concentration at half of the fitted maximal effect; nearly all actives have a fitted effect of over 65% in size
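Luminescence read by CCD imager after adding enzyme (10nM final) to wells holding compound, titrated in qHTS. Substrates 10uM each D-luciferin and ATP; buffer 50mM Tris acetate pH 7.5, 10mM Mg acetate, Tween-20, BSA.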
Active calls of the source: *; [ ] = another dose, or the depositor's remark. Unless noted, the call rests on the fitted dose curve; in most records, active means well fitted curve in the direction sought with a large enough effect; inconclusive means small, poorly fitted or top-dose-only effect, or another doubt; inactive means no such curve, though single readings can be large; an effect the other way counts as inactive or inconclusive. Unless noted, on the % scale 0 is the no-effect control and ±100 the full control effect. Some of the compounds tested. The share of hits here may be higher or lower than overall.

Start of the data: the first two entries, ahead of the listing:
What do the screens show for `CN1c2ccc(Cl)cc2-c2nc(SCC(=O)NCc3ccccc3)ncc2S1(=O)=O`?
SNCA expr inh: 3%; IP6K1 inhibitor: 31; HEK293 viab: -1%

What do the screens show for `COc1ccc(-c2cc(-c3ccncc3)cn3cncc23)cc1`?
SNCA expr inh: inconclusive; HEK293 tox: inconclusive; IP6K1 inhibitor: -13; NIH3T3 tox: 35µM*; HEK293 viab: -15%[87.6 µM]; GPT2 inh: 0%[88.5 µM]; Luciferase inh: -9%[172 µM]

This part in full, from the first entry:
What do the screens show for `CN1c2ccc(Cl)cc2-c2nc(SCC(=O)NCc3ccccc3)ncc2S1(=O)=O`?
SNCA expr inh: 3%; IP6K1 inhibitor: 31; HEK293 viab: -1%

What do the screens show for `COc1ccc(-c2cc(-c3ccncc3)cn3cncc23)cc1`?
SNCA expr inh: inconclusive; HEK293 tox: inconclusive; IP6K1 inhibitor: -13; NIH3T3 tox: 35µM*; HEK293 viab: -15%[87.6 µM]; GPT2 inh: 0%[88.5 µM]; Luciferase inh: -9%[172 µM]

What do the screens show for `Cc1ccccc1CSc1nc2c(sc3ccccc32)c(=O)n1CCCOC(C)C`?
SNCA expr inh: 26%; IP6K1 inhibitor: 22; HEK293 viab: -2%

What do the screens show for `CCN1C(=O)CCC2(C(=O)Nc3ccc(OC)cc3OC)CCCC=C12` (stereo not drawn)?
SNCA expr inh: -11%; HEK293 tox: -23%; IP6K1 inhibitor: 4; NIH3T3 tox: -6%; HEK293 viab: -17%; GPT2 inh: inconclusive; Luciferase inh: -5%

What do the screens show for `CCn1cc2nc(SCc3ccc(C)cc3)n(CCc3ccccc3)c(=O)c2n1`?
SNCA expr inh: inconclusive; IP6K1 inhibitor: 1; HEK293 viab: -7%

What do the screens show for `CCOc1cccc(CNC(=O)C2CCN(c3cc(C(F)(F)F)ncn3)CC2)c1`?
SNCA expr inh: -1%; HEK293 tox: inconclusive; IP6K1 inhibitor: 10; NIH3T3 tox: inconclusive; HEK293 viab: -2%; GPT2 inh: inactive; Luciferase inh: 4%

How did Cc1ccc(CNC(=O)CN2CCCc3nc(C4CC4)ncc3C2=O)cc1 do in these assays?
SNCA expr inh: 14%; HEK293 tox: -11%; IP6K1 inhibitor: -16; NIH3T3 tox: -25%; HEK293 viab: 10%; GPT2 inh: -21%

How did COc1cc(N2C[C@H]3OC(=O)N(Cc4ccccc4OC)[C@H]3C2)ncn1 do in these assays?
SNCA expr inh: 22%; HEK293 tox: inconclusive; IP6K1 inhibitor: 11; NIH3T3 tox: -28%; HEK293 viab: 5%; GPT2 inh: inactive; Luciferase inh: 4%

Results for O=C1NCCOCCN(S(=O)(=O)c2ccccc2)[C@H]2CCC[C@@H]12 ?
SNCA expr inh: 7%; HEK293 tox: -5%; IP6K1 inhibitor: 1; NIH3T3 tox: -14%; HEK293 viab: 3%; GPT2 inh: inactive; Luciferase inh: -1%

Results for O=C(Nc1ccc(F)cc1)Nc1cccc(-c2ccc(N3CCOCC3)nn2)c1 ?
SNCA expr inh: -11%; HEK293 tox: inconclusive; IP6K1 inhibitor: -17; NIH3T3 tox: inconclusive; HEK293 viab: -14%; GPT2 inh: inactive; Luciferase inh: 0.89µM*

What do the screens show for `Cc1n[nH]c(C)c1S(=O)(=O)N(CC(=O)NC(C)c1ccccc1)c1ccc(C(C)C)cc1` (stereo not drawn)?
SNCA expr inh: -29%; IP6K1 inhibitor: -8; HEK293 viab: -5%

What do the screens show for `Cc1occc1C(=O)NC1CCc2nn(C)c(=O)n2CC1` (stereo not drawn)?
SNCA expr inh: 35%[activator]; HEK293 tox: 2%; IP6K1 inhibitor: -10; NIH3T3 tox: -5%; HEK293 viab: 10%; GPT2 inh: inactive; Luciferase inh: -13%

Results for O=C1Nc2ccccc2CC12CCCCN2Cc1ccc(OC(F)(F)F)cc1 (stereo not drawn) ?
SNCA expr inh: -23%; HEK293 tox: inconclusive; IP6K1 inhibitor: 17; NIH3T3 tox: inconclusive; HEK293 viab: 4%; GPT2 inh: -13%; Luciferase inh: -6%

What do the screens show for `Cc1ccc(-c2nc3n(n2)C(c2ccccc2C)C=C(c2ccc(Cl)cc2)N3)cc1` (stereo not drawn)?
SNCA expr inh: 20%; IP6K1 inhibitor: 1; HEK293 viab: inconclusive

How did O=C(c1cc2sccc2[nH]1)N1CCCn2nc(C(O)CO)cc2C1 (stereo not drawn) do in these assays?
SNCA expr inh: -10%; HEK293 tox: inactive; IP6K1 inhibitor: -2; NIH3T3 tox: -2%; HEK293 viab: 0%; GPT2 inh: inactive; Luciferase inh: 0%

What do the screens show for `COc1ccc(S(=O)(=O)N2C[C@@H](F)C[C@H]2C(=O)N2CCc3ccccc3C2)cc1`?
SNCA expr inh: -27%; HEK293 tox: 5%; IP6K1 inhibitor: 0; NIH3T3 tox: -5%; HEK293 viab: -7%; GPT2 inh: inactive; Luciferase inh: 1%

What do the screens show for `CNc1cc(C(=O)NCc2cccnc2N(C)Cc2ccccc2)ccn1`?
SNCA expr inh: -23%; HEK293 tox: inconclusive; IP6K1 inhibitor: 18; NIH3T3 tox: -13%; HEK293 viab: -5%; GPT2 inh: -7%; Luciferase inh: 5%

What do the screens show for `CC1CCc2c(sc(NC(=O)c3cc4nc(-c5ccc(Cl)cc5)cc(C(F)(F)F)n4n3)c2C#N)C1` (stereo not drawn)?
SNCA expr inh: 17%; IP6K1 inhibitor: -7; HEK293 viab: 5%

How did O=C(NCCc1ccccc1F)c1ccc2nnc(-c3cc(C(F)(F)F)cc(C(F)(F)F)c3)n2c1 do in these assays?
SNCA expr inh: -9%; HEK293 tox: inconclusive; IP6K1 inhibitor: -2; NIH3T3 tox: inconclusive; HEK293 viab: inconclusive; GPT2 inh: inconclusive

Results for COc1cc(F)cc(-c2cccc(CCOc3cnc4c(ccn4CC(=O)O)c3)c2)c1 ?
SNCA expr inh: -11%[87.6 µM]; HEK293 tox: inconclusive; IP6K1 inhibitor: -10; NIH3T3 tox: inconclusive; HEK293 viab: -1%[87.6 µM]; GPT2 inh: -9%[88.5 µM]; Luciferase inh: 8%[172 µM]

How did Cc1ccc(-c2cn3nc(N4CCCC(C(=O)NCc5ccc(F)cc5)C4)sc3n2)cc1 (stereo not drawn) do in these assays?
SNCA expr inh: 164%[activator]; IP6K1 inhibitor: 18; HEK293 viab: -18%

Results for CCN1Cc2cc(F)ccc2N(CC(O)Cc2ccccc2)CCC1=O (stereo not drawn) ?
HEK293 tox: inconclusive; IP6K1 inhibitor: 1; NIH3T3 tox: inconclusive

How did O=C(NC1CC(=O)N(c2ccc(F)cc2)C1)c1ccc2c(c1)OCO2 (stereo not drawn) do in these assays?
SNCA expr inh: -10%; IP6K1 inhibitor: 34; HEK293 viab: -7%

Results for COCc1nc(CCNC(=O)NCCc2ccccc2)no1 ?
SNCA expr inh: 87%[activator]; HEK293 tox: -3%; IP6K1 inhibitor: 6; NIH3T3 tox: inactive; HEK293 viab: 1%[12.5 µM]; GPT2 inh: -6%; Luciferase inh: -15%

How did COc1c(C)cc(NC(=O)c2nn(Cc3ccc(F)cc3)c3c2CN(C(=O)c2ccc[nH]2)C[C@]3(C)C(N)=O)cc1C do in these assays?
IP6K1 inhibitor: -13; HEK293 viab: 3%[12.5 µM]; GPT2 inh: -6%[17.1 µM]

Results for CC1(C)[C@@H](O)CC[C@]2(C)[C@H]3CC=C4[C@@H]5C[C@](C)(C(=O)O)CC[C@]5(C)CC[C@@]4(C)[C@]3(C)CC[C@@H]12 ?
IP6K1 inhibitor: 4; HEK293 viab: 38%; GPT2 inh: inactive

Results for O=C(O)c1ccc(CN2CC(CNC(=O)c3ccccc3)C3(C2)CN(c2ccccc2)C3)cc1 (stereo not drawn) ?
SNCA expr inh: 1%; HEK293 tox: 5%; IP6K1 inhibitor: -5; NIH3T3 tox: inconclusive; HEK293 viab: -12%; GPT2 inh: inactive; Luciferase inh: -4%

How did COc1cccc(C(=O)NC2CCN(c3ccnc4ccnn34)CC2)c1 do in these assays?
SNCA expr inh: inconclusive; HEK293 tox: 35µM*; IP6K1 inhibitor: 12; NIH3T3 tox: inconclusive; HEK293 viab: 8%; GPT2 inh: -4%

Results for COc1ccc(C(=O)NC2CCN(c3cc(-c4ccc(Cl)cc4)[nH]n3)CC2)cc1 ?
SNCA expr inh: inconclusive; HEK293 tox: -27%; IP6K1 inhibitor: 9; NIH3T3 tox: -6%; HEK293 viab: -22%; GPT2 inh: inactive; Luciferase inh: -1%

How did Cc1cccc(NC(=O)Cn2c(=O)n(Cc3ccc4c(c3)OCO4)c(=O)c3oc4ccccc4c32)c1C do in these assays?
SNCA expr inh: 5%; IP6K1 inhibitor: -2; HEK293 viab: -8%

Ordered by number of heavy atoms (highest first): some entries from above
How did COc1c(C)cc(NC(=O)c2nn(Cc3ccc(F)cc3)c3c2CN(C(=O)c2ccc[nH]2)C[C@]3(C)C(N)=O)cc1C do in these assays?
IP6K1 inhibitor: -13; HEK293 viab: 3%[12.5 µM]; GPT2 inh: -6%[17.1 µM]

How did O=C(NC1CC(=O)N(c2ccc(F)cc2)C1)c1ccc2c(c1)OCO2 (stereo not drawn) do in these assays?
SNCA expr inh: -10%; IP6K1 inhibitor: 34; HEK293 viab: -7%

Results for COCc1nc(CCNC(=O)NCCc2ccccc2)no1 ?
SNCA expr inh: 87%[activator]; HEK293 tox: -3%; IP6K1 inhibitor: 6; NIH3T3 tox: inactive; HEK293 viab: 1%[12.5 µM]; GPT2 inh: -6%; Luciferase inh: -15%

The listing continues:
How did CN(C)c1ccc(NC(=O)Cn2nc3n(c2=O)CCCC3)cc1 do in these assays?
SNCA expr inh: 0%; HEK293 tox: -2%; IP6K1 inhibitor: 34; NIH3T3 tox: inactive; HEK293 viab: 4%; GPT2 inh: inconclusive; Luciferase inh: -6%

How did CN1CCN(C(=O)c2cnn(-c3cccc(Cl)c3)c2C2CCN(C(=O)OC(C)(C)C)CC2)CC1 do in these assays?
SNCA expr inh: 17%; IP6K1 inhibitor: 12; HEK293 viab: 8%

What do the screens show for `O=C(CC1COCCN1C(=O)c1ccc2nccnc2c1)N1CCCC1` (stereo not drawn)?
SNCA expr inh: 2%; HEK293 tox: 4%; IP6K1 inhibitor: 6; NIH3T3 tox: 5%; HEK293 viab: 1%; GPT2 inh: inactive; Luciferase inh: 10%

What do the screens show for `CCCNC(=O)N(C1CCOCC1)C1CCN(C(=O)c2nn(C)c3ccccc23)CC1`?
SNCA expr inh: -2%; HEK293 tox: 3%; IP6K1 inhibitor: -10; NIH3T3 tox: 0%; HEK293 viab: -16%; GPT2 inh: inactive; Luciferase inh: -3%

Results for C[S+](=O)([O-])N1Cc2ccccc2CC12CN(C(=O)c1ccccc1F)C2 ?
SNCA expr inh: -4%; HEK293 tox: -14%; IP6K1 inhibitor: -9; NIH3T3 tox: -14%; HEK293 viab: -2%; GPT2 inh: inactive; Luciferase inh: 4%

Results for COc1cccc(NC(=O)Cn2c(=O)c3cccn3c3ccc(F)cc32)c1 ?
SNCA expr inh: 6%; IP6K1 inhibitor: 12; HEK293 viab: -25%
